Assay outcomes from PubChem.
core dimer inh – inhibitors of HCV core protein dimerization, primary screen, biochemical, TR-FRET, high-throughput. AID 1899, 2009. 300,000 tested, 0.33% active. TR-FRET GST/Flag-core106 dimerization, 1536-well. inhibition, % at 5 µM;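 active = inhibition above the mean of all tested compounds plus 3 SD, set per screening campaign, cut at about 45% in these data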
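Assay system: tagged HCV core106 pair (GST and Flag); medium: KF-containing HEPES buffer, pH 7.45, DTT, CHAPS, BSA; also added: Eu donor and XL665 acceptor anti-tag antibodies; dosing: 5 µM single dose; timing: compound-protein-antibody incubation 4 h at 22.5 °C; signal: TR-FRET 671 and 617 nm emission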
GASC-1 inh – inhibitors of GASC-1 histone demethylase, primary screen, biochemical, fluorescence, DELFIA europium. inhibition, % at 2.35 µM. GST-JMJD2C(1-420) H3K9me3 demethylation. 330,000 tested, 0.069% active. Lysine-specific demethylase 4C (Homo sapiens), Q9H3R0;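 active = more than half of a compound's replicate wells show inhibition beyond 50%, single wells judged on their own value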;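 note: signal counts dimethyl H3K9 product captured on neutravidin plate; 0% = median of DMSO wells and 100% = 0.3 times that DMSO median; strong numbers were not always called active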
Fh CTSL1 inh – Fasciola hepatica cathepsin L1 inhibitors, primary screen, counter-screen for PFM18AAP inhibitor project, biochemical, QFRET, fluorogenic peptide substrate. recombinant F. hepatica cathepsin L1, Z-Leu-Arg-MCA fluorescence. inhibition, % at 5.96 µM. 300,000 tested, 0.49% active;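 active = inhibition above the mean of all tested compounds plus 3 SD, set per screening campaign, cut at about 17% in these data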;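 note: 0% = plate median of test compound wells and 100% = 1 µM Z-Phe-Ala-diazomethylketone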
PP1 counter – PP1-alpha phosphatase inhibitors, primary screen, counter-screen for PP5 inhibitor project, biochemical, fluorescence, OMFP substrate, single point | Serine/threonine-protein phosphatase PP1-alpha catalytic subunit (Homo sapiens), P62136 | AID 2235, 2010 | 320,000 tested, 0.9% active | inhibition, % at 6.7 µM | purified PP1alpha;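 active = inhibition above the mean inhibition of all tested compounds plus 3 SD, computed separately for each screening campaign, cut at about 15% in these data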
Target sequence (P62136 whole entry, looked up): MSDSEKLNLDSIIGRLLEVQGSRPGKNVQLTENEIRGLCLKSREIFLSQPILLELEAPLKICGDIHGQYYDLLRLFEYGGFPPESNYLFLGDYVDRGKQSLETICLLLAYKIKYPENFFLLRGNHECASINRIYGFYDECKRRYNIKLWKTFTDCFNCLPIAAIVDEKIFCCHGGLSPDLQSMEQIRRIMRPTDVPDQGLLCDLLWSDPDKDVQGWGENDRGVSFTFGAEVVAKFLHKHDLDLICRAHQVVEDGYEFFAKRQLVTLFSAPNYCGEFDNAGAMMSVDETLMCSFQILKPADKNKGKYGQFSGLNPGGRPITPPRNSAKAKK
TPT1 inh – Candida albicans TPT1 enzyme inhibitors, primary screen, biochemical, fluorescence polarization; tRNA 2'-phosphotransferase TPT1 (Candida albicans SC5314); recombinant caTPT1, FP RNA substrate dephosphorylation; inhibition, % at 5 µM; 300,000 tested, 0.81% active;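 active = inhibition above the mean of all tested compounds plus 3 SD, set per screening campaign, cut at about 24% in these data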;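 note: plate controls were DMSO alone for no effect and ferristatin control at 100 nM for full effect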
PP5 inh – PP5 phosphatase inhibitors, primary screen, biochemical, fluorescence; purified PP5c, OMFP substrate fluorescence; inhibition, % at 6.7 µM; 320,000 tested, 0.18% active;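 active = inhibition above the campaign's mean inhibition across all tested compounds plus 3 SD, cut at about 9.5% in these data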;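 note: 0% = DMSO only and 100% = 100 µM cantharidin control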
Target sequence (P53041 whole entry, looked up): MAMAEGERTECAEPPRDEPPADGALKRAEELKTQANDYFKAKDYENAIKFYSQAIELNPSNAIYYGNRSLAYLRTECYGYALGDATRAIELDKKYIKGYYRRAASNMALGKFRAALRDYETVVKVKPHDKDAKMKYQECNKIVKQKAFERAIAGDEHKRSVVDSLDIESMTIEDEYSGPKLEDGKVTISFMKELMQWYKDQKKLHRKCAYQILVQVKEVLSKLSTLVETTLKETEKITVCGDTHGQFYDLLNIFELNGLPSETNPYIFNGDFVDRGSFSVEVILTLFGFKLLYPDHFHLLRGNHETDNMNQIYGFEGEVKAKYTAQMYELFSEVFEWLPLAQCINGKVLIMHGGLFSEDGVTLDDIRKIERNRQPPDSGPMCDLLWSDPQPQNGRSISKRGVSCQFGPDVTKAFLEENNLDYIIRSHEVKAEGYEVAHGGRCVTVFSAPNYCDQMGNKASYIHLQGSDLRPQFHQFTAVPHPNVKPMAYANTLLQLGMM
PREPL inh – PREPL enzyme inhibitors, primary screen, biochemical, fluorescence polarization; Prolyl endopeptidase-like (Homo sapiens), Q4J6C6; recombinant PREPL, fluorescence polarization activity-based probe; inhibition, % at 5.96 µM; 320,000 tested, 0.68% active; AID 2751, 2010; in the data active = inhibition above about 43%;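 note: 0% = enzyme with DMSO and 100% = wells lacking enzyme; many of its hits are not listed in these tables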
Efflux pump mplx – inhibitors of Candida efflux pumps in yeast, primary screen, S. cerevisiae, Nile Red, multiplex; S. cerevisiae Candida pump triplex; inhibition, % at 10 µM; 330,000 tested, 0.44% active; AID 485275, 2010;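 active = plate passing quality check with inhibition over a set limit, or well fluorescence over plate mean plus 4 SD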;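 note: Nile Red retained in pooled yeast measured as flow cytometry median fluorescence; 0% = buffer negative control and 100% = Enniatin B positive control; higher means more Nile Red kept so more efflux inhibition; some compounds called inactive have numbers as strong as hits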
LYPLA2 inh – LYPLA2 inhibitors, primary screen, counter-screen for PME1 inhibitor project, biochemical, fluorescence polarization, FP-Rh probe ABPP | recombinant LYPLA2 | 320,000 tested, 0.38% active | Acyl-protein thioesterase 2 (Homo sapiens), O95372 | inhibition, % at 5.9 µM;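 active = inhibition above the screen-wide mean plus 3 SD, limit set per campaign, cut at about 26% in these data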;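 note: 0% = LYPLA2 with DMSO and 100% = wells lacking LYPLA2 enzyme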
Active calls of the source: *.

SMILES	core dimer inh	GASC-1 inh	Fh CTSL1 inh	PP1 counter	TPT1 inh	PP5 inh	PREPL inh	Efflux pump mplx	LYPLA2 inh
CC(OC(=O)c1nn(C)c(=O)c2ccccc12)C(=O)NCc1ccc2c(c1)OCO2 (stereo not given)	-4	-10	2	0	0	0.4	-33	0.0	0
Cc1cc(C)cc(NC(=O)CCN2CCOCC2)c1	4	-3	1	-4	-3	2.6	-10	-0.1	-4
Cc1ccc(C(=O)N2CCN(c3ccc(N4CCOCC4)nn3)CC2)cc1	4	-2	1	-1	0	-1.0	4	0.0	2
CCC(C)N1CCCCC1C(=O)Nc1c(C)cc(C)cc1C (stereo not given)	4	9	-1	0	-1	3.6	0	0.1	4
COc1ccc(S(=O)(=O)NCCCn2ccnc2)cc1Cl	3	-6	0	-3	0	0.0	3	-0.1	-2
Cc1cccc(C(=O)Nc2nnc(-c3cccnc3)o2)c1	-3	-1	3	-5	5	2.4	15	0.5	0
CCOC(=O)c1cnc2c(OC)cccc2c1N1CC(C)CC(C)C1 (stereo not given)	13	3	13	3	0	2.6	1	0.1	-6
Cc1ccc(OCC(=O)NNC(=O)C(=O)N2CCCC2)c(C)c1	1	4	-8	-4	1	-1.1	-5	-0.3	-3
CCCCC1(C)OC(=O)C(=Cc2ccc(N(C)C)cc2)C(=O)O1 (stereo not given)	-2	5	4	0	12	2.1	5	0.0	-15
CCN1CCCC1Cn1cnc2c([nH]c3ccc(Cl)cc32)c1=O (stereo not given)	2	1	-1	2	0	1.8	-1	0.0	-1
CCCC1C(c2ccco2)NC(c2ccco2)CC1(C)O (stereo not given)	-1	-20	1	-3	1	3.9	4	0.0	4
Cc1nn(C(C)C(=O)NCCCN2CCCC2)c(=O)c2nn(-c3ccccc3)c(C)c12 (stereo not given)	-10	-24	2	1	-2	-0.1	15	0.1	1
C/C(=N\Nc1nc(N2CCOCC2)nc(N2CCOCC2)n1)c1ccc([N+](=O)[O-])cc1	-2	-20	-2	-3	0	1.2	15	0.0	2
O=C(CSc1ccc(Cl)cc1)N1CCN(c2ccc([N+](=O)[O-])cc2Cl)CC1	22	-29	0	3	-6	1.6	-22	-0.1	31*
O=C1Nc2ccc(S(=O)(=O)N3CCCCCC3)c3cccc1c23	-2	5	-2	-3	-2	5.1	-14	-0.1	1
O=C(CC1CCCC1)OCn1nnc2ccccc2c1=O	0	-5	-8	-1	-1	-0.1	-3	0.0	5
CCOC(=O)CN1C(=O)N(CC)C(C)=C(C(=O)OC)[C@@H]1c1ccccc1	-6	-2	-2	-4	-4	-0.2	8	-0.1	2
Nc1c(C(=O)NC2CCCC2)c2nc3ccccc3nc2n1/N=C/c1cccnc1	6	-4	-1	-4	-1	-3.3	-4	0.4	-4
O=C(Cn1cc([N+](=O)[O-])cn1)Nc1ccn(Cc2c(F)c(F)cc(F)c2F)n1	0	27	-4	-3	-1	1.6	-4	-0.1	0
Cc1ccc(S(=O)(=O)NCc2cccnc2)cc1	-3	3	-2	-2	3	3.0	-1	-0.1	-1
CCOC(=O)c1sc(N(Cc2ccccc2)C(=O)CN2C(=O)CN(C)C2=O)nc1C	4	7	5	-2	1	-1.3	-3	-0.1	2
COc1ccc(OC)c(NC(=O)CCc2c[nH]c3ccccc23)c1	4	-6	0	-4	0	-1.4	17	-0.2	8
O=C(NN(c1ccccc1)c1ccccc1)c1ccc([N+](=O)[O-])o1	6	-1	2	-1	0	-1.6	4	0.1	0
CO/N=C1\CCn2c1c(C)c1ccccc12	-3	2	-2	-2	1	3.1	-9	0.2	-2
CCOC(=O)C1=C(c2ccc(O)cc2)NC(=O)NC1C (stereo not given)	-2	2	-3	-1	-4	1.7	7	-0.1	4

Later entries.
SMILES	core dimer inh	GASC-1 inh	Fh CTSL1 inh	PP1 counter	TPT1 inh	PP5 inh	PREPL inh	Efflux pump mplx	LYPLA2 inh
O=C(Nc1ccccc1O)/C(=C\c1ccccc1)NC(=O)c1ccccc1	-2	-6	0	-4	0	-3.8	-3	0.1	3
O=C(Nc1ccccc1)c1ccccc1C(=O)N1CCCCC1	-2	1	-2	-2	-4	0.9	-1	0.0	5
CN(C)[C@@H]1CCC[C@H]1OC(=O)C(c1ccccc1)c1ccccc1	-2	1	-6	-13	1	-4.6	-15	0.2	-10
O=C(c1csc2c1CCCC2)N1CCN(c2ccc(F)cc2)CC1	24	8	0	2	5	1.5	21	0.2	-1
CC(C)OCCCNC(=O)c1ccc2c(c1)ncn2C1CCCC1	3	-9	0	-1	3	1.1	12	0.3	-6
O=C(Oc1c(Br)cc(C(=S)N2CCOCC2)cc1Br)c1ccc(Cl)cc1	2	2	0	6	-1	-1.0	-6	-0.1	0
O=C(CC12CC3CC(CC(Br)(C3)C1)C2)Nc1cccc(S(=O)(=O)NC2=NCCC2)c1	0	-5	-3	-4	3	1.8	-11	0.2	-2
C/C(=N\NC(=O)c1cccc([N+](=O)[O-])c1)c1cccc(NC(=O)C2CC2)c1	-11	-4	1	-3	-6	1.3	6	0.0	6
COc1cccc(CNC(=O)c2ccccc2NC(=O)C2=C(C)OCCS2)c1	11	-7	3	1	2	3.2	0	-0.2	-1
COc1cc(C)c(Br)cc1S(=O)(=O)N1CCOCC1	2	6	-2	7	-2	-0.2	7	-0.2	-10
CSc1cccc(NC(=O)CNC(=O)c2ccc3c(c2)OCO3)c1	-2	-9	-2	-3	1	-1.3	-4	-0.1	1
Cc1ccc(C(=O)C(OC(=O)CN2C(=O)c3ccccc3C2=O)c2ccccc2)cc1C (stereo not given)	23	11	-9	-2	1	1.6	3	0.0	-2
COc1ccc(CC(NC(C)=O)C(=O)NC2CCN(c3ncccc3[N+](=O)[O-])CC2)cc1 (stereo not given)	-2	-19	5	-1	-6	-3.2	25	-0.2	0
COc1ccc(C(=O)N(Cc2ccccc2)c2cccc(C)c2)cc1S(=O)(=O)N1CCOCC1	0	3	-3	-3	0	0.4	12	-0.1	8
O=C(NCc1ccc(Cl)cc1Cl)C1CC(=O)N(Cc2ccccc2)C1 (stereo not given)	-3	-23	4	-1	0	-1.2	8	-0.1	2
COc1cc(Cl)c(C)cc1NC(=O)COC(=O)C(NS(=O)(=O)c1ccc(Cl)cc1)C(C)O (stereo not given)	-9	4	-7	4	1	4.2	5	0.4	-7
FC(F)(F)c1cccc(NC(=S)NCC2COc3ccccc3O2)c1 (stereo not given)	-3	1	0	3	5	5.9	-48	0.0	-23
O=C(CN(C(=O)CCC(=O)Nc1nccs1)c1cccc(F)c1)NCc1ccc2c(c1)OCO2	-1	0	2	-1	-1	-1.0	-8	0.0	3
Cc1ccc(-c2cc(-c3ccccc3)no2)c(O)c1	-4	0	-1	-1	-2	-2.1	16	-0.1	0
Nc1nonc1-n1nnc(C(=O)N/N=C/c2ccc(F)cc2)c1-c1cccs1	-1	-16	0	2	16	1.3	8	-0.1	-9
Cc1cccc(C(=O)Nc2cccc(-c3cnc4ccccc4n3)c2)c1	11	16	-3	-3	2	0.4	12	0.2	-8

13 structures already listed, arranged by molar mass, low to high.
SMILES	core dimer inh	GASC-1 inh	Fh CTSL1 inh	PP1 counter	TPT1 inh	PP5 inh	PREPL inh	Efflux pump mplx	LYPLA2 inh
O=C(Nc1ccccc1)c1ccccc1C(=O)N1CCCCC1	-2	1	-2	-2	-4	0.9	-1	0.0	5
CN(C)[C@@H]1CCC[C@H]1OC(=O)C(c1ccccc1)c1ccccc1	-2	1	-6	-13	1	-4.6	-15	0.2	-10
Cc1cccc(C(=O)Nc2cccc(-c3cnc4ccccc4n3)c2)c1	11	16	-3	-3	2	0.4	12	0.2	-8
COc1cc(C)c(Br)cc1S(=O)(=O)N1CCOCC1	2	6	-2	7	-2	-0.2	7	-0.2	-10
O=C(Nc1ccccc1O)/C(=C\c1ccccc1)NC(=O)c1ccccc1	-2	-6	0	-4	0	-3.8	-3	0.1	3
C/C(=N\NC(=O)c1cccc([N+](=O)[O-])c1)c1cccc(NC(=O)C2CC2)c1	-11	-4	1	-3	-6	1.3	6	0.0	6
FC(F)(F)c1cccc(NC(=S)NCC2COc3ccccc3O2)c1 (stereo not given)	-3	1	0	3	5	5.9	-48	0.0	-23
O=C(NCc1ccc(Cl)cc1Cl)C1CC(=O)N(Cc2ccccc2)C1 (stereo not given)	-3	-23	4	-1	0	-1.2	8	-0.1	2
COc1cccc(CNC(=O)c2ccccc2NC(=O)C2=C(C)OCCS2)c1	11	-7	3	1	2	3.2	0	-0.2	-1
Cc1ccc(C(=O)C(OC(=O)CN2C(=O)c3ccccc3C2=O)c2ccccc2)cc1C (stereo not given)	23	11	-9	-2	1	1.6	3	0.0	-2
COc1ccc(CC(NC(C)=O)C(=O)NC2CCN(c3ncccc3[N+](=O)[O-])CC2)cc1 (stereo not given)	-2	-19	5	-1	-6	-3.2	25	-0.2	0
O=C(CC12CC3CC(CC(Br)(C3)C1)C2)Nc1cccc(S(=O)(=O)NC2=NCCC2)c1	0	-5	-3	-4	3	1.8	-11	0.2	-2
COc1cc(Cl)c(C)cc1NC(=O)COC(=O)C(NS(=O)(=O)c1ccc(Cl)cc1)C(C)O (stereo not given)	-9	4	-7	4	1	4.2	5	0.4	-7

Retrieved by compound from the list above, 2 records:
SMILES	core dimer inh	GASC-1 inh	Fh CTSL1 inh	PP1 counter	TPT1 inh	PP5 inh	PREPL inh	Efflux pump mplx	LYPLA2 inh
Cc1cccc(C(=O)Nc2cccc(-c3cnc4ccccc4n3)c2)c1	11	16	-3	-3	2	0.4	12	0.2	-8
COc1cc(Cl)c(C)cc1NC(=O)COC(=O)C(NS(=O)(=O)c1ccc(Cl)cc1)C(C)O (stereo not given)	-9	4	-7	4	1	4.2	5	0.4	-7

Not all compounds are listed; the hit share may differ from the screen's.
